TDP1 cell CPT – growth inhibition of DT40 Tdp1-/-;hTDP1 cells with camptothecin (screen for TDP1 inhibitors); Potency, µM (highest dose often 46.2 µM), for inactives: top-dose activity change, negative = growth inhibition, most hits filed as inhibitors; 420,000 compounds, 12% hits; AID 686979; chicken DT40 Tdp1-/-;hTDP1 cells + 20 nM CPT, ATP luminescence, 48 h; also: nearly all actives have a fitted effect of over 55% in size
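Chicken DT40 Tdp1-/- cells stably complemented with human TDP1 were seeded at 400 cells/well in medium containing 20 nM camptothecin, exposed to pin-transferred compounds, and grown at 37 °C for at least 48 hr. Viability was read as ATP luminescence.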
KAT2A inh – GCN5L2 (KAT2A) acetyltransferase inhibition; GCN5L2 HAT assay, ThioGlo1 CoA-SH fluorescence; 390,000 compounds, 0.21% hits; AID 504327; Q92830; Potency, µM (series often up to 58.9 µM), without a hit: top-dose activity change, negative = inhibition, hits mostly inhibitors
Target sequence (Q92830 whole entry, looked up): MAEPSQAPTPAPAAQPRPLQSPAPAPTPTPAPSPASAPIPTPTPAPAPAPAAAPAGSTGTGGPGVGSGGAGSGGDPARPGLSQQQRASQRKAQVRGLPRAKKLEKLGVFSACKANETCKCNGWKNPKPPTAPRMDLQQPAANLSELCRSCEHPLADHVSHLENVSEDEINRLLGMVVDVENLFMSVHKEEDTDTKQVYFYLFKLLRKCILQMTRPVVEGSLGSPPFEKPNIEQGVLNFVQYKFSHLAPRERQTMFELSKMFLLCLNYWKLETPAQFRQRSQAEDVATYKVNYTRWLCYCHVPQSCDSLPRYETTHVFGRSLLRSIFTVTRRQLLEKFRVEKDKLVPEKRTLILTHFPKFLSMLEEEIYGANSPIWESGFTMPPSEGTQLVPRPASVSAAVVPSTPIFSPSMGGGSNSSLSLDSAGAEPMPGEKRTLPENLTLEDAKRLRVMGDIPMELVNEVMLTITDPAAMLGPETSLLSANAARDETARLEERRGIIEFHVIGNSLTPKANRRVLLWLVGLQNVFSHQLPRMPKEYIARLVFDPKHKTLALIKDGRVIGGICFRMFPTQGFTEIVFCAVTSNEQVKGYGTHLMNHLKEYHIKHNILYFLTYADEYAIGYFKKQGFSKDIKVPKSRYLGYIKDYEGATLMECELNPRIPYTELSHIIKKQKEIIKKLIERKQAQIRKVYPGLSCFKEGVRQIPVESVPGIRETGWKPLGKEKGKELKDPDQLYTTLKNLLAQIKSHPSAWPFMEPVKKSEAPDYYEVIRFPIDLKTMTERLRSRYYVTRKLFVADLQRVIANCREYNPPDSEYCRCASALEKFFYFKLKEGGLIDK
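Titration-based screen in which CoA formation is detected via maleimide probe ThioGlo1 (50uM) turning fluorescent on thiol reaction; substrates H3(1-25) 75uM and acetyl-CoA 70uM, GCN5L2 20nM, 20 min incubation at room temperature.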
DT40 TDP1 no CPT – qHTS for Inhibitors of human tyrosyl-DNA phosphodiesterase 1 (TDP1): qHTS in cells in absence of CPT; DT40 Tdp1-/- hTDP1 cells, no CPT, ATP luminescence, 48 h; AID 686978, 2013; 420,000 compounds, 15% hits; Potency, µM (top dose mostly 46.2 µM), for the others: at the top dose activity change, negative = growth inhibition, hits mostly inhibitors; also: nearly all actives have a fitted effect of over 55% in size
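No-CPT arm: Tdp1-/-;hTDP1 DT40 cells (400/well) plus compounds, incubated ≥48 hr at 37 °C. Readout CellTiter-Glo luminescence.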
* = called active by the depositor; ? = inconclusive; / = no result given; & = joins results of further samples; [ ] = another dose, or the depositor's remark. Calls follow the shape of the dose curve; as a rule, active = well fitted curve in the direction sought with a large enough effect; inconclusive = small, poorly fitted or top-dose-only effect, or another doubt; inactive = no such curve, though single readings can be large; an effect the other way counts as inactive or inconclusive. % is scaled to controls: 0 for no effect and ±100 for the full control effect; potency is read from the fitted curve at half-maximal effect.

1. COc1cc2c(cc1OC)-c1cc(N3CCc4ccccc43)nc(=O)n1CC2
2. O=C1CN(C(=O)c2cccc(Br)c2)c2ccccc2N1
3. COC(=O)c1cc(OC)c(OC)cc1NC(=O)Nc1cccc(C(C)=O)c1
4. O=S(=O)(N/N=C/c1ccc(Cl)cc1)c1ccc(Cc2ncc(C(F)(F)F)cc2Cl)s1
5. Cc1csc(=O)n1CC(=O)OCc1nnc(-c2ccc([N+](=O)[O-])cc2)o1
6. Cc1ccc(CNC(=O)COC(=O)c2cccnc2Cl)cc1
7. Cc1ccc(S(=O)(=O)N2CCN(C(=O)Cn3cnc4c3c(=O)n(C)c(=O)n4C)CC2)cc1C
8. O=C1CCN(Cc2cccnc2)CCN1[C@H](CO)Cc1ccccc1
Screen / compound no. | 1 | 2 | 3 | 4 | 5 | 6 | 7 | 8
TDP1 cell CPT | ? | 15µM* | ? | -25% | -14% | -20% | -16% | -9%&-12%
KAT2A inh | ? | -4% | 0% | -9% | -5% | 2% | -9% | -7%
DT40 TDP1 no CPT | ? | 12µM* | -18% | ? | 19% | -6% | 2% | -21%&-12%

9. CN(Cc1ccccc1)C(=O)c1[nH]c(C(F)(F)F)nc1-c1ccccc1
10. COc1cc(NC(=O)c2ccc(-c3ccc(Br)cc3)o2)ccc1NC(=O)C(C)C
11. COc1cccc(C(=O)Nc2ccc(N3CCCC3)cc2)c1
12. CC(C)Oc1ccc(C(=O)NC2(C(F)(F)F)NC(=O)N(CCCc3ccccc3)C2=O)cc1 (centres undefined)
13. O=C(NCc1ccc2c(c1)CCN2C(=O)c1ccccc1)c1ccc(Br)o1
14. O=C(CSCc1cccc(CSCC(=O)Nc2ccccc2)n1)Nc1ccccc1
15. CCc1ccc(CNC(=O)c2c3c(nc4ccccc24)C(=O)N(C2CCCCC2)C3)cc1
16. C/C(=N\NC(=O)CNC(=O)c1ccncc1)c1ccc(C)cc1
Screen / compound no. | 9 | 10 | 11 | 12 | 13 | 14 | 15 | 16
TDP1 cell CPT | 2% | 15µM* | 9.2µM* | ? | ? | ? | ? | 9%
KAT2A inh | / | -4% | -7% | -9% | -12% | -4%[0.501 µM] | 5% | -11%
DT40 TDP1 no CPT | -20% | 18µM* | 8.2µM* | ? | ? | ? | 16µM* | 1%

17. O=C(c1ccccc1)N1CCN(S(=O)(=O)N2CCCCCC2)CC1
18. Cn1c(C(=O)NCC2CCCO2)cc2c(=O)n3ccccc3nc21 (centres undefined)
19. Cc1cccc(NS(=O)(=O)c2ccc3c(c2)oc(=O)n3C)c1C
20. CCCc1cc(=O)[nH]c(SCc2nc3ccccc3o2)n1
21. O=C(c1ccc(Cl)cc1)c1cc([N+](=O)[O-])ccc1N1CCOCC1
22. COc1cccc(C(=O)CC(=O)C(=O)Nc2ccc(C)cc2Cl)c1
23. CCc1ccc(-n2nnc(-c3nc(-c4ccc(C)cc4)no3)c2N)cc1
24. O=C(O)CC/C(=C\c1cccc(NC(=O)c2ccccc2Cl)c1)c1nc2ccccc2s1
Screen / compound no. | 17 | 18 | 19 | 20 | 21 | 22 | 23 | 24
TDP1 cell CPT | ? | 0% | -28% | -4% | 0.73µM* | ? | -3% | -27%
KAT2A inh | -29% | -10% | -6% | -2% | -2% | -2% | -14% | -7%
DT40 TDP1 no CPT | -6% | -12% | ? | -3% | 0.82µM* | ? | 1% | ?

25. Cc1ccc(C)c(S(=O)(=O)Nc2ccc(O)c3ccccc23)c1
26. Nc1nc2c(Br)ccc(Br)c2cc1C(=O)NCc1cccc2ccccc12
27. O=C(CNC(=O)c1ccc(F)cc1)N/N=C/c1cccnc1
28. O=C(O)Cc1ccc2ocnc2c1
29. CNC(=S)c1cc(C(C)(C)C)c(O)c(C(C)(C)C)c1
30. CC1=C(C(=O)Nc2ccccc2)C(c2cccc([N+](=O)[O-])c2)Nc2nc3ccccc3n21 (centres undefined)
31. COc1ccc(C2/C=C\CN(C(=O)c3ccc(C)cc3)[C@H](Cc3ccccc3)C(=O)N2Cc2ccc(F)cc2)cc1 (some centres undefined)
32. CC(C)c1ccc(NC(=O)NCc2ccc(F)cc2)cc1
Screen / compound no. | 25 | 26 | 27 | 28 | 29 | 30 | 31 | 32
TDP1 cell CPT | 13µM* | ? | 1% | -4% | -21% | ? | 4.6µM* | ?
KAT2A inh | -7% | / | -1% | -2% | -2% | -6% | 1% | -4%
DT40 TDP1 no CPT | 15µM* | ? | -8% | -24% | 4% | ? | 5.8µM* | ?

33. COc1ccc2nc(N3CCN(C(=O)C4CC4)CC3)sc2c1
34. CCc1c(C)c2ccc(OC3CCCCC3=O)cc2oc1=O (centres undefined)
35. CCc1ccc(CN(C(=O)c2cc(=O)c3ccc(C)cc3o2)C2CCS(=O)(=O)C2)cc1 (centres undefined)
36. O=C(C[n+]1ccccc1)Nc1cc(C(F)(F)F)ccc1Cl
37. CCCC(=O)N1CCN(c2ccc(NC(=O)c3ccco3)cc2)CC1
38. O=[N+]([O-])c1ccccc1NCc1c(O)ccc2ccccc12
39. CN(c1ccc(C(=O)N2CCOCC2)cc1[N+](=O)[O-])C1CCCCC1
40. COC(=O)c1cc(CNC(=O)c2ccc(O)c(Cl)c2)ccc1OC
Screen / compound no. | 33 | 34 | 35 | 36 | 37 | 38 | 39 | 40
TDP1 cell CPT | -3% | -10% | 16µM* | 9% | -4% | ? | ? | -25%
KAT2A inh | -3% | -16% | -3% | -1% | -6% | -5% | -10% | -2%
DT40 TDP1 no CPT | -25% | 10% | ? | -28% | 4% | ? | ? | -15%

41. O=C(COC(=O)COc1ccccc1)Nc1ccc2c(c1)OCCO2
42. O=C(NCCc1nccs1)C1CCC(=O)N(Cc2cccc(C(F)(F)F)c2)C1 (centres undefined)
43. O=C(O)c1ccnc(Cl)c1
44. Cc1cc(C(=O)Oc2ccccc2C(=O)O)c(C)o1
45. Fc1ccccc1CSc1ncn[nH]1
46. COC(=O)CCCCCN1C(=O)NC(c2ccccc2)C(C(=O)OCc2ccccc2)=C1C (centres undefined)
47. Cc1ccc(N2C(=O)Nc3ccc(Br)cc3C2(O)C(=O)NCCN(C)C)cc1C (centres undefined)
48. C=CCN1c2ccccc2C(=O)CS1(=O)=O
Screen / compound no. | 41 | 42 | 43 | 44 | 45 | 46 | 47 | 48
TDP1 cell CPT | 18% | 1% | 11% | ? | -19% | 21µM* | 10% | 2%&-29%
KAT2A inh | 0% | -2% | -7% | -7% | -1% | -13% | 25% | -6%
DT40 TDP1 no CPT | 0% | 1% | -12% | -12% | -28% | 16µM* | 2% | ?

49. CCC(=O)c1ccc(OCCSc2ncccn2)cc1
50. O=C(CSc1nnc(-c2ccc(O)cc2)o1)Nc1cccc(O)c1
51. CN(CCCN1CCOCC1)C(=O)c1cc(COc2cccc(C(F)(F)F)c2)on1
52. O=C(N/N=C/c1ccccn1)c1ccc(NC(=O)c2ccc(F)cc2)cc1
53. CSC1=NCCN1C(=O)COc1ccccc1
54. CCOc1ccc(/C=C/C(O)=C2/C(=O)NC3(C)CC2c2ccccc2O3)cc1OC (centres undefined)
55. CN(C(=O)CSc1nnc(-c2ccccc2)o1)c1c(N)n(Cc2ccccc2)c(=O)[nH]c1=O
56. O=C1C=C(c2cccc(Cl)c2O)C[C@@H](c2ccc3c(c2)OCO3)C1
Screen / compound no. | 49 | 50 | 51 | 52 | 53 | 54 | 55 | 56
TDP1 cell CPT | ? | -12% | ? | ? | -3% | 5.2µM* | 3% | ?
KAT2A inh | -3% | -8% | -2% | -3% | -10% | -10% | -7% | -1%
DT40 TDP1 no CPT | 18µM* | -21% | 9% | ? | 3% | 3.7µM* | -7% | ?

57. CCOC(=O)c1c(S(=O)(=O)NCC2CCN(CCc3cccs3)CC2)c(C)n(C)c1C
58. CCOc1ccccc1C(=O)NC(C(=O)N(C)Cc1ccc2c(c1)OCO2)C(C)C (centres undefined)
59. CC(=O)Nc1ccc(S(=O)(=O)NC2CC2)cc1
60. O=C(Nc1ccc([N+](=O)[O-])cc1)N1CCN(C(=O)C2CCCO2)CC1 (centres undefined)
61. O=C(N/C(=C/c1cccnc1)C(=O)N1CCCCCC1)c1cccc(Br)c1
62. COc1ccc(NC(=O)CNS(=O)(=O)c2ccccc2)cc1Cl
63. CC(C)c1ccc(NC(=O)N2c3ccccc3Sc3ccccc32)cc1
64. CCCC(=O)NC(=S)Nc1ccc(NC(=O)c2cccs2)cc1
Screen / compound no. | 57 | 58 | 59 | 60 | 61 | 62 | 63 | 64
TDP1 cell CPT | -18% | 18µM* | -4% | 10% | -21% | ? | ? | -7%
KAT2A inh | -18% | 3% | -5% | -3% | -8% | -24% | -2% | -5%
DT40 TDP1 no CPT | 3% | ? | -8% | 1% | -28% | -22% | ? | -18%

Structural class: the compounds so far with a COOH group (4)
24. O=C(O)CC/C(=C\c1cccc(NC(=O)c2ccccc2Cl)c1)c1nc2ccccc2s1
28. O=C(O)Cc1ccc2ocnc2c1
43. O=C(O)c1ccnc(Cl)c1
44. Cc1cc(C(=O)Oc2ccccc2C(=O)O)c(C)o1
Screen / compound no. | 24 | 28 | 43 | 44
TDP1 cell CPT | -27% | -4% | 11% | ?
KAT2A inh | -7% | -2% | -7% | -7%
DT40 TDP1 no CPT | ? | -24% | -12% | -12%

The listing continues:
65. CC(C)(C)C(=O)Nc1sc2c(c1C(=O)Nc1ccccn1)CCCC2
66. Cc1ccc(C(O)(CCN2CCCCC2)c2ccccc2)cc1 (centres undefined)
67. CC1(C)CC2(CCO1)C(Nc1ccccc1)=NC(=S)N2CC(N)=O (centres undefined)
68. O=C(OCc1cncs1)c1cccs1
69. COc1cccc(C2C(C#N)=C(N)SC(c3ccccc3)C2[N+](=O)[O-])c1 (centres undefined)
70. CC(=O)Nc1ccc(Sc2ncnc3scc(-c4ccccc4)c23)cc1
71. COC(=O)CCCn1cc(CN2CC(N3CCCC3)CS2(=O)=O)nn1 (centres undefined)
72. COc1ccccc1-c1noc2c1C(=O)N(Cc1cn(C3CCCC3)nn1)CC2
Screen / compound no. | 65 | 66 | 67 | 68 | 69 | 70 | 71 | 72
TDP1 cell CPT | ? | ? | 12% | 2% | -28% | 11% | -2% | 0%
KAT2A inh | -3% | 3% | -3% | -3% | -14% | -19% | / | /
DT40 TDP1 no CPT | ? | ? | 11% | 7% | ? | 5% | 0% | -17%

Just KAT2A inh (three entries from above):
entry	structure	KAT2A inh
68	O=C(OCc1cncs1)c1cccs1	-3%
69	COc1cccc(C2C(C#N)=C(N)SC(c3ccccc3)C2[N+](=O)[O-])c1 (centres undefined)	-14%
70	CC(=O)Nc1ccc(Sc2ncnc3scc(-c4ccccc4)c23)cc1	-19%

The results go on:
73. CCN(C[C@H]1N[C@@](C)(C(=O)OC)[C@H]2C(=O)N(Cc3ccccc3)C(=O)[C@@H]12)C(=O)c1ccccc1
74. Cc1ccc(-n2nc3c(N4CCC(C(=O)NCCC(C)C)CC4)nnc(C)c3c2C)cc1
75. COc1ccc(CN2C(=O)C(CC(=O)NCc3ccco3)CC(C(=O)N(C(C)C)C(C)C)=C2C)cc1 (centres undefined)
76. N#Cc1ccc(NC(=O)CCc2nc3ccccc3s2)cc1
77. CSCC[C@H](NC(=O)N1CCn2c1nc1ccccc12)C(=O)NCc1ccc(F)cc1
78. CCOC(=O)C1CCCN(C(=O)c2ccccc2NC(C)=O)C1 (centres undefined)
Screen / compound no. | 73 | 74 | 75 | 76 | 77 | 78
TDP1 cell CPT | 2% | 16µM* | ? | -9% | ? | 6%
KAT2A inh | -1% | -5% | / | -8% | -4% | 2%
DT40 TDP1 no CPT | -25% | ? | ? | -24% | ? | ?

Source: PubChem

The list is partial; rates above refer to the full screens.
